GAA glycogen mod: inhibitors or activators of human alpha-glucosidase glycogen cleavage; 300,000 tested, 0.38% active; Potency, µM (doses to about 76.4 µM), inactives show at the highest dose activity change, negative = inhibition, actives largely listed as inhibitors; recombinant GAA, glycogen substrate, Amplex Red glucose oxidase fluorescence; AID 2100;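 also: 0% = full enzyme reaction and -100% = no-enzyme basal signal; the screen sought inhibitors and activators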
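Recombinant human alpha-glucosidase (4 nM final) hydrolysed bovine liver glycogen (30 ug) for 40 min at 37 C in pH 5.0 citrate/phosphate with 0.01% Tween-20. Released glucose detected by glucose oxidase/Amplex Red, Ex 573/Em 610 nm. Compounds up to 77 uM; AC50 from Hill fits.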
L3MBTL1 block: inhibitors of human L3MBTL1; Q9Y468; AlphaScreen L3MBTL1–H3K9me1 peptide binding; Potency, µM (highest dose often 57.1 µM), inactives show at the highest dose activity, negative = inhibition, hits mostly inhibitors; 230,000 tested, 0.66% active; also: nearly all actives have a fitted effect of over 60% in size
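AlphaScreen assay: L3MBTL1 (50 nM final) was preincubated 30 min at room temperature with biotinylated H3(1-15)K9me1 peptide (75 nM final), then 30 min with library compounds; streptavidin donor and nickel chelate acceptor beads (10 ug/mL final) added, 30 min dark.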
aGlu spleen mod: lysosomal alpha-glucosidase (human) modulation | Potency, µM (titrated, usually from 79.9 µM), for the others: at the top dose activity change, negative = inhibition, actives largely listed as inhibitors | human spleen homogenate, 4-MU-alpha-glucoside fluorescence | 240,000 tested, 0.006% active;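 also: 0% = enzyme with vehicle and -100% = no enzyme basal signal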
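AC50 values come from Hill-equation fits of concentration-response data, normalized to no-enzyme and full-activity controls. Enzyme source: 1 ug human spleen homogenate; 1 mM fluorogenic 4-MU glucoside, pH 5.0 citrate buffer, 37 C, 40 min.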
TexasRed fluor: counter-screen for TRb-SRC2 inhibitors: fluorescence interference; TRb/SRC2 Texas Red total fluorescence interference; 280,000 tested, 0.29% active; Potency, µM (series often up to 106 µM), for the others: at the highest dose fluorescence change, negative = quenching; active = well fitted curve in either direction with a large enough effect; inconclusive = small, poorly fitted or top-dose-only effect
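Human TRb ligand-binding domain at 0.6 uM with 20 nM Texas Red SRC2 peptide in Tris buffer containing 1 uM T3 and 5% DMSO, incubated with compound 5 h at ambient temperature. Total fluorescence (555/632 nm) calculated as parallel + 2 × perpendicular.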
GoLoco inh red: blocks human Gai1 binding to RGS12 GoLoco peptide, red readout. Potency, µM (titrated, usually from 61.6 µM), inactives show at the top dose activity, negative = inhibition, most hits filed as inhibitors. 230,000 tested, 0.44% active. Gai1:RGS12 GoLoco peptide FP, rhodamine, 10 min. P63096; active = well fitted inhibition curve with a large enough effect, not every such curve was filed as active; inactive = no such curve, though single readings can be large or run the other way; also: nearly all actives have a fitted effect of over 30% in size; many of its hits are not listed in these tables
RECQ1 helicase: inhibitors of human RECQ1 DNA helicase; P46063; RECQ1 DNA unwinding, red fluorescence kinetic read; Potency, µM (highest dose often 57.3 µM), without a hit: at the top dose activity, negative = inhibition, hits mostly inhibitors; 240,000 tested, 0.54% active; AID 2549;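 also: plate controls were vehicle for no effect and no enzyme for full effect; nearly all actives have a fitted effect of over 30% in size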
Target sequence (P46063 whole entry, looked up): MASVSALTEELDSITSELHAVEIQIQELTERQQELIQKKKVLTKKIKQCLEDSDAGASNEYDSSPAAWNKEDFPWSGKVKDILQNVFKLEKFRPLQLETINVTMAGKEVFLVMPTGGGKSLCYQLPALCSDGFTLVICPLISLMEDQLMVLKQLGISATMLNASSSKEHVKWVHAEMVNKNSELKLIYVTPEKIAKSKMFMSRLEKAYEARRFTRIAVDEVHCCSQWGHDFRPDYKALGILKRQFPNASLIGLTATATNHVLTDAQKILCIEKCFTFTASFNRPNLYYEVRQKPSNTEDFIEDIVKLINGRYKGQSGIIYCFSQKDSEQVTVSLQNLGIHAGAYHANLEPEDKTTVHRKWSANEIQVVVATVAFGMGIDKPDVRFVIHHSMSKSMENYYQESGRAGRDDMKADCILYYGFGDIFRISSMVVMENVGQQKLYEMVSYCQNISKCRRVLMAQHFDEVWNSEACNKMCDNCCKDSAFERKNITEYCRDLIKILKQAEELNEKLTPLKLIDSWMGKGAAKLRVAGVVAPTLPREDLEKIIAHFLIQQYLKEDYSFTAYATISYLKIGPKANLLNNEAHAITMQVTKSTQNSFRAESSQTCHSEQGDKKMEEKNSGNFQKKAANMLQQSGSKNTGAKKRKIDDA
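RECQ1T1 50 nM; forked duplex (20 bp + 30-nt ss tails) 200 nM, ATP 2 mM final; pH 8.0, 2 mM MgCl2, 2.5 ug/ml poly(dI-dC); 15 min compound preincubation; discontinuous kinetic read over 2 h at RT.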
TRb-SRC2 inh: disrupts binding of human TR beta to SRC2. AID 1469. 280,000 tested, 0.065% active. TRbeta-SRC2 peptide binding, fluorescence polarization; receptor liganded with 1 µM T3. Potency, µM (titrated, usually from 106 µM), without a hit: at the highest dose activity change, negative = inhibition, actives largely listed as inhibitors. P10828;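 also: plate controls were bound peptide for no effect and peptide without receptor for full effect; nearly all actives have a fitted effect of over 50% in size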
Target sequence (P10828 whole entry, looked up): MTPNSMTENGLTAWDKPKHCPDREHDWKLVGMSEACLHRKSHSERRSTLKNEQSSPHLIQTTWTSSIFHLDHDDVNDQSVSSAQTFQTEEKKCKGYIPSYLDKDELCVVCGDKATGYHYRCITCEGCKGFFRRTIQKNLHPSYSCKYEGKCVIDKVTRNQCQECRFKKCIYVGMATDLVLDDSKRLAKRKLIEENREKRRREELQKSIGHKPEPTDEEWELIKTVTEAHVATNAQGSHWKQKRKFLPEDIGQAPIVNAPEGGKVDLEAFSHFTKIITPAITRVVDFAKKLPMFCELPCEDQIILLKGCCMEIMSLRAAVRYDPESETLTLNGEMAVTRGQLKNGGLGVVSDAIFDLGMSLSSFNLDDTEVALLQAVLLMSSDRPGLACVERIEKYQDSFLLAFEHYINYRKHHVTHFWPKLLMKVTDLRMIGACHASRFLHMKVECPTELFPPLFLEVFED
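Human TRb LBD (0.6 uM) plus Texas Red-labeled SRC2 peptide (20 nM), 1uM T3, 5% DMSO, 5 hr at ambient temperature. Decreased polarization (555/632 nm) flags inhibition; data normalized to free and bound peptide controls.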
GAA inh: alpha-glucosidase (human) inhibition; 200,000 tested, 0.005% active; P10253; purified human GAA, 4-MU-alpha-glucoside fluorescence; Potency, µM (doses to about 76.9 µM), inactives show at the top dose activity change, negative = inhibition, most hits filed as inhibitors;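 also: plate controls were uninhibited enzyme wells for no effect and no-enzyme background for full effect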
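AC50 values come from Hill fits of compound titrations (up to 77 uM) against 4 nM human enzyme. Substrate 4-methylumbelliferyl-alpha-D-pyranoside at 400 uM, pH 5.0 citrate buffer, 20 min room temperature; fluorescence Ex 365/Em 440 after alkaline stop.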
Active calls of the source: *; i = inactive; u = inconclusive; x = not tested or not shown; [ ] = dose if it differs, or a comment. Unless noted, calls follow the shape of the dose curve; as a rule, active = well fitted curve in the direction sought with a large enough effect; inconclusive = small, poorly fitted or top-dose-only effect, or another doubt; inactive = no such curve, though single readings can be large; an effect the other way counts as inactive or inconclusive. Unless noted, % is scaled to controls: 0 for no effect and ±100 for the full control effect; potency is read from the fitted curve at half-maximal effect. Only part of the results is shown; rates above refer to the full screens.

SMILES	GAA glycogen mod	L3MBTL1 block	aGlu spleen mod	TexasRed fluor	GoLoco inh red	RECQ1 helicase	TRb-SRC2 inh	GAA inh
CC(=O)c1c(C)[nH]c(C(=O)NCCCN2CCCC2)c1C	10%	u	4%	-2%	9%	-3%	-6%	2%
O=C(CSc1ncccc1C(=O)O)NC12CC3CC(CC(C3)C1)C2	-3%	-14%	-4%	1%	-11%	5%	-9%	2%
O=C(CSc1nc2ccccc2c(=O)n1-c1ccc(SC(F)F)cc1)Nc1ccc(N2CCOCC2)cc1	0%	53%[activator]	-3%	-6%	23%	i	-5%	u
COc1ccc(C2OC(=O)c3ccccc3S2)cc1 (centres undefined)	-16%	13%	3%	1%	2%	-5%	-5%	-13%
COC(=O)C(Nc1nccs1)(OC)C(F)(F)F (centres undefined)	-8%	2%	3%	1%	8%	i	-2%	-1%
Cc1ccc(C(=O)CSc2nnc(CNc3ccc(C)cc3C)n2Cc2ccco2)cc1	-17%	x	2%	2%	8%	-1%	-17%	0%
COCCNC(=O)C(=O)N/N=C/c1ccc(C(=O)OC)cc1	24%	10%	7%	-1%	0%	i	3%	4%
CC(=O)OC1CSc2nc3ccccc3n2C1 (centres undefined)	3%	1%	-3%	-5%	1%	i	-4%	7%
CC(=O)c1cccc(NC(=O)Nc2ccc(C(=O)N3CCCC3)cc2)c1	-14%	-2%	-3%	-1%	-6%	-9%	-7%	-3%
Cc1cc2c(NC(=O)CC(C)(C)CC(=O)O)cccc2nn1	-2%	x	2%	0%	22%	-1%	-12%	x
CCOC(=O)CCN1C(=O)[C@H]2[C@H]3[C@H](O)[C@H](O)C/C(=N/OC/C=C(\C)CCC=C(C)C)[C@@H]3CC[C@@H]2C1=O	x	x	-8%[17.4 µM]	-20%[11.2 µM]	x	i[11.5 µM]	2%[11.2 µM]	x
O=C(O)Cc1ccc(NS(=O)(=O)c2ccccc2Br)cc1	5%	-5%	2%	-6%	-2%	i	1%	-2%
Nc1nc(N)nc(-c2ccc(Oc3ccccc3)cc2)n1	-3%	x	-4%	-3%	10%	-10%	2%	-3%
CCCCn1c(NCCN(C)C)nc2c1c(=O)[nH]c(=O)n2C	11%	4%	-7%	-1%	-7%	i	-18%	-9%
O=C(COC(=O)c1ccccn1)Nc1ncc(C(F)(F)F)cc1Cl	-22%	u	2%	-2%	52%[activator]	-3%	-4%	-10%
CCOc1ccc(-n2c(O)c(/C=N/Nc3nnc(C)c(=O)[nH]3)c3ccccc3c2=O)cc1	40µM*	-28%	-23%	-8%	57%[activator]	-1%	5%	-13%
Cc1nn(C)c(C)c1CCC(=O)O	-2%	-10%	5%	1%	-3%	18%	3%	8%
O=C(O)c1ccc2c(c1)C(=O)N([C@H](Cc1ccc(O)cc1)C(=O)O)C2=O	x	14%	3%	-1%	x	-1%	-1%	x
C/C(Cn1nnc([N+](=O)[O-])n1)=N\NC(=O)c1ccc(O)cc1	-4%	x	11%	-4%	0%	3%	5%	x
COc1ccc(-c2cc(C(=O)Nc3cc(C)on3)no2)cc1OC	4%	x	-2%	-2%	6%	-12%	10%	-4%
Cc1cc(SCC(=O)NN)c2cc(Br)ccc2n1	u	x	-4%	-3%	10%	-31%	1%	x
COc1ccc(C(C#N)Nc2ccccc2OC)cc1 (centres undefined)	9%	0%	-5%	2%	-8%	i	-2%	6%
COc1ccc(-c2csc3nc[nH]c(=O)c23)cc1	-6%	7%	0%	0%	6%	-5%	3%	9%
COc1ccc(C(Nc2ccccn2)c2c(NC(=O)c3ccco3)sc(C)c2C)cc1 (centres undefined)	u	-8%	2%	-8%	3%	-16%	5%	-5%
CC(C)CCNC(=O)CCn1c(=S)oc2ccccc21	3%	x	2%	0%	-2%	i	-3%	-4%

Continued:
SMILES	GAA glycogen mod	L3MBTL1 block	aGlu spleen mod	TexasRed fluor	GoLoco inh red	RECQ1 helicase	TRb-SRC2 inh	GAA inh
CC(C)OC(=O)C1C(=O)CC(C)(O)C(C(=O)OC(C)C)C1c1cccc(O)c1 (centres undefined)	3%	0%	-8%	-2%	3%	-10%	5%	4%
NC(=O)c1cc2cc(Cl)ccc2o/c1=N/NC(=O)c1cccs1	2%	5%	-1%	-3%	-6%	-8%	-2%	-2%
CN(C)S(=O)(=O)c1ccc(NC(=O)CSc2ncnc3ccccc23)cc1	-17%	3%	-2%	7%	10%	0%	-6%	-7%
CCCCCn1c(=O)c2ccccc2n2c(CCl)nnc12	9%	x	-6%	-1%	4%	-12%	-3%	-8%
O=C(Nc1cccc2ccccc12)C12CC3CC(C1)CC(n1cnc([N+](=O)[O-])n1)(C3)C2	-6%	x	-11%	-1%	-1%	-6%	7%	0%
O=C1Nc2ccccc2C1=Nc1ccc(-c2nnc3n2CCCCC3)cc1	-6%	x	-1%	-1%	14%	i	1%	-1%
CCOCCCNC(=O)/C(C#N)=C/c1cc(Br)c(O)c(Br)c1	3%	2%	0%	-3%	-9%	-1%	0%	x
Cc1ncoc1C(=O)N1CCc2c([nH]c3ccccc23)C1c1ccccc1F (centres undefined)	-13%	-17%	-1%	0%	9%	-4%	2%	3%
COCC(=O)N(Cc1cc2ccc(C)c(C)c2n2nnnc12)C1CCCC1	3%	x	4%	-1%	10%	-10%	-4%	5%
Cc1ccc(-c2nnn(CC(=O)N(c3ccc(F)cc3)C(C(=O)NC3CCCC3)c3ccco3)n2)o1 (centres undefined)	11%	-2%	3%	-3%	2%	4%	-5%	5%
CC(Oc1ccc(Cl)cc1Cl)C(=O)NCCCn1ccnc1 (centres undefined)	10%	1%	-4%	-2%	6%	-7%	-14%	-3%
CC(OC(=O)c1ccncc1)C(=O)Nc1cccc([N+](=O)[O-])c1 (centres undefined)	2%	x	-1%	-3%	-3%	-16%	-7%	-7%
Cc1nn(Cc2ccc(Cl)cc2Cl)c(C)c1NC(=O)c1sc2ccccc2c1Cl	-4%	-3%	1%	1%	8%	i	-1%	-3%
CCN(CC)CCn1c(C)nc2ccccc21	0%	x	12%	0%	4%	21%	-2%	x
CCOC(=O)c1c(C)oc2c1c1c(c3ccccc32)OCN(Cc2cccnc2)C1	u	-3%[11.4 µM]	-21%	-2%	14%	-4%	-6%	-10%
Cc1ccc2nc(-c3ccc4c(c3)OCCO4)cn2c1	2%	-12%	0%	2%	4%	i	3%	x
Cc1ccnc(NC(=O)c2sc3ccccc3c2Cl)c1	6%	12%	9%	0%	10%	-2%	-2%	-6%
NC(=O)C1CCCN(Cc2ccc(Cl)cc2)C1 (centres undefined)	-7%	x	-4%	-2%	-1%	i	3%	u
Cc1cccc(C)c1NS(=O)(=O)c1ccc(NC(=O)c2ccc(Cl)c([N+](=O)[O-])c2)cc1	-4%	-1%	-23%	-5%	49%[activator]	11%	3%	0%[15.4 µM]
CN(C)S(=O)(=O)c1ccc(C(=O)Nc2ccccc2[N+](=O)[O-])cc1	-5%	-3%	-10%	-3%	11%	-1%	-4%	3%
CC(=O)c1ccc(NC(=O)C2CCC(C)NC2=O)cc1 (centres undefined)	-8%	x	-3%	0%	8%	3%	3%	4%
c1ccc(Cc2nnc3sc(Nc4ccccc4)nn23)cc1	4%	-11%[11.4 µM]	0%	-1%	9%	-2%	-12%	-4%
c1ccc(C2OC3c4cccc5cccc(c45)C3N2c2ccccc2)cc1 (centres undefined)	-8%	2%	-3%	0%	-2%	-3%	1%	-1%
C/C=C/c1ccccc1OCc1ccc(C(=O)O)o1	1%	-5%	-7%	-1%	13%	i	-10%	4%
CC(=O)C1=C(O)C(=O)N(c2ccc(C(=O)O)cc2)C1c1ccccc1 (centres undefined)	5%	x	3%	1%	-6%	-9%	5%	-7%

Later entries:
SMILES	GAA glycogen mod	L3MBTL1 block	aGlu spleen mod	TexasRed fluor	GoLoco inh red	RECQ1 helicase	TRb-SRC2 inh	GAA inh
CCC(C)NC(=O)CCNS(=O)(=O)c1ccc(Br)cc1 (centres undefined)	7%	0%[11.4 µM]	-1%	-7%	12%	-9%	4%	0%
Cn1nnc(NC(=S)NC(=O)c2ccco2)n1	u	51%[activator]	-2%	u	-23%	-1%	u	-2%
N#C/C(=C(/O)CN1CCN(c2ccccc2F)CC1)c1nc(-c2ccccc2)cs1	-2%	-10%	0%	0%	24%	15%	3%	-17%
CC(C)c1ccc2[nH]c3c(c2c1)CCCC3=O	-7%	-20%	6%	-1%	27%	-4%	0%	-1%[15.4 µM]
CC(=O)c1ccc(N2CCN(C(=O)CCCn3c(=O)[nH]c4ccc(Br)cc4c3=O)CC2)cc1	-7%	-1%	4%	-1%	1%	-1%	-8%	0%
O=C1C2(CCCC13COC(c1ccc(O)cc1)OC3)COC(c1ccc(O)cc1)OC2 (centres undefined)	13%	7%	6%	2%	4%	-4%	-1%	x
O=C(Nc1ccc(NC(=O)c2ccccn2)cc1)C(=O)Nc1ccc2c(c1)OCCO2	3%	u	3%	0%	4%	0%	6%	6%
CCc1ccc(NC(=O)COC(=O)C2(c3ccc(Cl)cc3)CCCC2)cc1	-8%	27%	-11%	-16%	8%	-6%	1%	-8%
Cc1cccc(C)c1N/C=C/c1onc(C)c1[N+](=O)[O-]	8%	x	2%	2%	1%	5%	-16%	0%
Cc1ccccc1-n1c(Cn2c(=O)sc3ccccc32)nnc1SCC(=O)N1CCOCC1	-17%	x	-2%	-2%	2%	-9%	7%	3%
COc1ccc(/C=C/c2ccccc2)cc1[C@H]1[C@@H]2C=CCC[C@@]2(C)C(=O)N1Cc1ccccc1	1%	x	-2%	-2%	-7%	i	3%	x

Random excerpt: 3 compounds from above.
SMILES	GAA glycogen mod	L3MBTL1 block	aGlu spleen mod	TexasRed fluor	GoLoco inh red	RECQ1 helicase	TRb-SRC2 inh	GAA inh
Cn1nnc(NC(=S)NC(=O)c2ccco2)n1	u	51%[activator]	-2%	u	-23%	-1%	u	-2%
N#C/C(=C(/O)CN1CCN(c2ccccc2F)CC1)c1nc(-c2ccccc2)cs1	-2%	-10%	0%	0%	24%	15%	3%	-17%
COc1ccc(/C=C/c2ccccc2)cc1[C@H]1[C@@H]2C=CCC[C@@]2(C)C(=O)N1Cc1ccccc1	1%	x	-2%	-2%	-7%	i	3%	x

Assay outcomes (PubChem)
